Lipid storage S3: qHTS Assay for Lipid Storage Modulators in Drosophila S3 Cells. Drosophila S3 cells, BODIPY lipid droplet fluorescence, 18-24 h; cells fed with added oleic acid. Potency in µM for hits, for the others lipid storage change, negative = inhibition, % at the top dose, mostly 46.1 µM. 320,000 compounds, 0.64% hits; active means well fitted inhibition curve with a large enough effect in the signal ratio, with a control signal flat, not every such curve was filed as active; inconclusive means small, poorly fitted or top-dose-only effect, or effect the other way, or a change in a side signal; the % refers to the signal ratio
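Drosophila S3 cells loaded with oleic acid (400 uM, as added) and compounds at several concentrations; lipid droplets imaged by 488-nm laser-scanning cytometry, 500–530 nm intensity and object ratio to cell channel. Percent activity normalized to 20 uM Triacsin C.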
Lipid storage S3 cell count max: recorded beside Lipid storage S3, whose call it bears; cell number change, %; measured here: cell count max response;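 cells counted by Cell Tracker Red CMTPX staining in the red channel; peak over a dose series mostly up to 46.1 µM; percent activity relative to internal control wells on each plate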
The depositor's hits bear a star; i = inactive; ? = inconclusive; / = no result given; [ ] = another dose, or the depositor's remark. On the % scale 0 is the no-effect control and ±100 the full control effect; potency means the concentration at half of the fitted maximal effect.

SMILES | Lipid storage S3 | Lipid storage S3 cell count max
CC(C)NC(=O)NC(=O)COC(=O)c1c2c(nc3ccccc13)CCC2 | ? | /
CN1CCN(c2nc(-c3cccs3)cc(C(F)(F)F)n2)CC1 | -13% | -28
CC(=O)NC1=NC(=O)/C(=C/c2cc(C)n(-c3cccc(C(=O)O)c3)c2C)S1 | ? | /
Cc1csc(=O)n1CC(=O)OCC(=O)NCc1ccc(Cl)cc1Cl | -4% | -7
C[C@@H]1CN(Cc2nc(-c3cnccn3)no2)C[C@H](C)O1 | i | 2
CNC(=O)C(Sc1ccccc1)c1ccccc1 (stereo unspecified) | ? | /
NS(=O)(=O)c1cccc(NC(=O)COC(=O)Cc2ccc(S(=O)(=O)N3CCCCC3)s2)c1 | ? | /
COc1ccc(C(=O)Nc2ccc(NC(=O)C3CC3)nc2)cc1 | ? | /
COc1ccc(N2C(=O)C3CCCN3C2c2cccc(F)c2)cc1Cl (stereo unspecified) | 5% | -7
O=C(Cn1cnc2ccccc21)N/N=C/c1ccco1 | 9% | -1
Cc1ccccc1NC(=O)C1C2CC/C=C\CCC21 (stereo unspecified) | ? | /
CCCCN(C(=O)Cc1cccs1)c1nnc(-c2cccnc2)s1 | 5% | 2
CC1CCCCC1NC(=O)C1CCC(CNS(=O)(=O)c2cccc3cccnc23)CC1 (stereo unspecified) | ? | /
O=C1NC(=O)/C(=C/c2ccccc2Cl)N1 | 0% | 2
Cc1nn(-c2ccccc2)c(C)c1NC(=O)COC(=O)c1cc(Cl)ccc1O | ? | /
CCCCCc1c(C)[nH]c2nc3ccccc3n2c1=O | ? | /
O=C(COC(=O)c1ccc2c(c1)C(=O)N(Cc1ccco1)C2=O)NCC(F)(F)F | i | 21
O=C1CCCN1CCCNS(=O)(=O)c1ccccc1 | -6% | -11
O=C(Cn1c(C(=O)O)cc2ccccc21)c1ccccc1 | ? | /
OCCN1CCN(c2nc(-c3ccccc3)nc3c2oc2ccccc23)CC1 | ? | /
CNC(=O)c1sc(SC)cc1-c1ccc(Cl)cc1 | -5% | /
Cc1ccc(C2(C(F)(F)F)NC(=O)N3CCCN=C3S2)cc1 (stereo unspecified) | 9% | 1
CCC1CCCN1Cn1cnc2c([nH]c3ccccc32)c1=O (stereo unspecified) | i | -16
CN1C(=O)c2ccc(NC(=O)c3c(F)c(F)c(F)c(F)c3F)cc2C1=O | ? | /
Cc1ccc(C)c(-c2nnc(NC(=O)Cc3ccc(F)cc3)o2)c1 | -27% | 14

Next section (three carried over from the part before).
SMILES | Lipid storage S3 | Lipid storage S3 cell count max
CCC1CCCN1Cn1cnc2c([nH]c3ccccc32)c1=O (stereo unspecified) | i | -16
CN1C(=O)c2ccc(NC(=O)c3c(F)c(F)c(F)c(F)c3F)cc2C1=O | ? | /
Cc1ccc(C)c(-c2nnc(NC(=O)Cc3ccc(F)cc3)o2)c1 | -27% | 14
O=S(=O)(NCCC1=CCCCC1)c1ccccc1Br | ? | /
COc1ccccc1CN1CCCC(C(=O)N(C)Cc2ccccc2)C1 (stereo unspecified) | i | /
CSc1ccccc1C(=O)Nc1cc(C)cc(C)c1 | -11% | -16
COC(=O)C1=C(C)Nc2nnnn2C1c1ccc(Cl)cc1Cl (stereo unspecified) | ? | /
COc1cccc(CNC(=O)C2CCN(S(=O)(=O)c3ccc(F)cc3)CC2)c1 | i | /
COc1ccc(-c2nonc2NC(=O)c2oc3ccccc3c2C)cc1OC | ? | /
COc1ccc(C(=O)Nc2nc(CC(=O)NCCc3ccccc3)cs2)cc1 | ? | /
O=C(N/N=C/c1cc(Cl)cc([N+](=O)[O-])c1O)c1cccc(S(=O)(=O)N2CCOCC2)c1 | ? | /
CCOC(=O)C1CCN(C(=O)C2(NC(=O)Nc3cccc(F)c3)CCCCC2)CC1 | ? | /
CC1(C)CC(=O)C=C(C(=O)NC2CCCc3c2cnn3-c2cc(F)cc(F)c2)O1 (stereo unspecified) | ? | /
Nn1c(SCC(=O)N2CCN(S(=O)(=O)c3ccc(Cl)cc3)CC2)nnc1-c1cccs1 | ? | /
CCOC(=O)C1=CN(C)C=C(C(=O)OCC)C1c1ccsc1 | ? | /
CSc1ccc(Cl)c(C(=O)OCC(=O)N2CCN(C(=O)c3ccco3)CC2)c1 | -22% | -16
CCOC(=O)c1cccc(NC(=O)C2CCCN(S(=O)(=O)c3c(C)nn(C)c3C)C2)c1 (stereo unspecified) | -5%[9.22 µM] | 17
COc1ccc(S(=O)(=O)Cc2ccc(C(=O)N3CCN(c4ccccc4)CC3)o2)cc1 | ? | /
C=CCc1c(C)[nH]c(=O)[nH]c1=O | 10% | 0
C[C@]12C=CC(=O)C=C1CCC1C3CC[C@](O)(C(=O)CO)[C@@]3(C)CC3OC312 (stereo partly specified) | ? | /
CCn1cc(/C=C(\NC(=O)c2ccc(OC)c(OC)c2)C(=O)NCCCN2CCOCC2)c2ccccc21 | -11% | -1
C/C(=N\NC(=O)c1c(C)nc2ccccn12)c1ccco1 | 0% | -21
O=C(c1cnc(-c2ccc(Cl)cc2)s1)c1ccc(Cl)cc1Cl | 10% | 11
Cn1c(=O)c2c(nc(CN3CCC(C(N)=O)CC3)n2CCCc2ccccc2)n(C)c1=O | i | 21
CC1Cc2ccccc2N1C(=O)CN1CCC(C(N)=O)CC1 (stereo unspecified) | ? | /
Cn1c(N)c(C(=O)COC(=O)COc2ccc(Br)cc2)c(=O)n(C)c1=O | ? | /
C[C@H](OC(=O)NCc1ccc(C(F)(F)F)cc1)[C@@H]1O[C@@]2(C)CCC[C@@H]1O2 | ? | /
Brc1ccc(NCc2nnc3n2CCCCC3)cc1 | i | 4

Whole records as entered above. Values in the order: Lipid storage S3, Lipid storage S3 cell count max
CC(C)NC(=O)NC(=O)COC(=O)c1c2c(nc3ccccc13)CCC2 reads ?, /
CC(=O)NC1=NC(=O)/C(=C/c2cc(C)n(-c3cccc(C(=O)O)c3)c2C)S1 reads ?, /
O=C(Cn1cnc2ccccc21)N/N=C/c1ccco1 reads 9%, -1
COc1ccc(C(=O)Nc2nc(CC(=O)NCCc3ccccc3)cs2)cc1 reads ?, /

Returning to the listing; the 5 compounds before the break are reprinted first.
SMILES | Lipid storage S3 | Lipid storage S3 cell count max
Cn1c(=O)c2c(nc(CN3CCC(C(N)=O)CC3)n2CCCc2ccccc2)n(C)c1=O | i | 21
CC1Cc2ccccc2N1C(=O)CN1CCC(C(N)=O)CC1 (stereo unspecified) | ? | /
Cn1c(N)c(C(=O)COC(=O)COc2ccc(Br)cc2)c(=O)n(C)c1=O | ? | /
C[C@H](OC(=O)NCc1ccc(C(F)(F)F)cc1)[C@@H]1O[C@@]2(C)CCC[C@@H]1O2 | ? | /
Brc1ccc(NCc2nnc3n2CCCCC3)cc1 | i | 4
c1cnc(Sc2ccc3nnnn3n2)nc1 | ? | /
COc1cccc(NC(=O)N2CCCC2C(=O)NCC(C)C)c1 (stereo unspecified) | ? | /
CC(C)CCNC(=O)C(c1ccco1)N(CC1CCCO1)C(=O)Cn1nnc2ccccc21 (stereo unspecified) | 1% | -2
CCSc1nnc(NC(=O)CSc2nc3c(cc2C#N)CCCC3)s1 | 0% | 9
Cc1cc(C)cc(-n2ncc3c2CCCC3NC(=O)c2ccccc2N2CCOCC2)c1 (stereo unspecified) | ? | /
CC(=O)COc1cc2c(-c3cc4ccccc4o3)cc(=O)oc2cc1C | ? | /
NC(=O)c1csc(-c2ccncc2)n1 | ? | /
CC1CCCCN1C(=O)c1cnn2c(C(F)(F)F)cc(-c3ccco3)nc12 (stereo unspecified) | ? | /
CCC(c1nnnn1Cc1ccccc1)N1CCN(c2ccccc2)CC1 (stereo unspecified) | 1% | 1
CCOc1ccc(/C=C/C(=O)c2c(O)c3ccccc3oc2=O)cc1 | -10% | -19
CC(=O)N(C1=C(Cl)C(=O)c2ccccc2C1=O)C1CCCCC1 | ? | /
Cc1nc(NC(=O)/C=C/c2ccccc2)sc1C(=O)N(C)C | ? | /
CC(=O)c1cccc(S(=O)(=O)NC2CC2)c1 | ? | /
O=C1CCC(C(=O)N2CCSCC2)CN1Cc1cccc(C(F)(F)F)c1 (stereo unspecified) | ? | /
CCOC(=O)C1=C(NC(=S)NC(=O)c2ccccc2)c2ccccc2CC1(C)CC (stereo unspecified) | ? | /
CCN1CCN(c2cc(C)c3cc(NC(=S)N4CC(C)CC(C)C4)ccc3n2)CC1 (stereo unspecified) | ? | /
COc1ccc(S(=O)(=O)N2CCOC23CCN(C(=O)c2c(F)cccc2Cl)CC3)cc1 | ? | /
COc1ccc(C(=O)N2CCC(C(=O)N3CCN(c4ccc(OC)cc4)CC3)CC2)cc1 | i | 1
O=C1NC(=O)C2C1C(c1ccccc1)N1C3C(=O)NC(=O)C3C(c3ccccc3)N21 (stereo unspecified) | ? | /
CC1Nc2ccccc2C(=O)N1NC(=O)c1ccc(Br)cc1 (stereo unspecified) | 0% | 12
CCc1cc(=O)n2[nH]c(C)c(-c3ccccc3OC)c2n1 | i | /
CCCOC(=O)NC(CC)COC(=O)Nc1cccc(C)c1C (stereo unspecified) | -1% | -3
CC(=O)CSc1ncnc2sc3c(c12)CCC(C)C3 (stereo unspecified) | ? | /
CC(C)c1nnc(NC(=O)c2ccc(S(=O)(=O)N3CCOCC3)cc2)s1 | ? | /
CC1(C)CC(=O)C(C=Nc2cccnc2)=C(O)C1 | 14% | -2

(next part)
SMILES | Lipid storage S3 | Lipid storage S3 cell count max
Cc1ccc(-n2nc(C)c(C(=O)O)c2-n2cccc2)cc1 | ? | /
Cn1nc(C(=O)Nc2cccc(C(F)(F)F)c2)ccc1=O | i | -2
CC(=O)c1cc(F)c(N2CCN(CCC#N)CC2)cc1C | 5% | -7
Cc1cc(C)c[n+](CC(=O)c2cc3ccccc3oc2=O)c1 | ? | /
Cn1ncc2c(=O)n(/N=C/c3ccccc3)cnc21 | ? | /
CCOc1ccc(N2CC(C(=O)NCCN3C(=O)S/C(=C\c4ccc(OC)c(OC)c4)C3=O)CC2=O)cc1 (stereo unspecified) | ? | /
CN1C(=O)Cc2cc(S(=O)(=O)NCc3c(F)cccc3Cl)ccc21 | ? | /
Cc1ccccc1C(=O)N=c1c(C#N)cc2c(=O)n3cccc(C)c3nc2n1Cc1ccco1 | ? | /
CC(C)(C)C1=CC(=O)C(=O)C(C(C)(C)C)=C1 | ? | /
CCN(CC)S(=O)(=O)c1ccc2c(c1)c(=O)c(C(=O)NCCc1ccc(OC)c(OC)c1)cn2C | ? | /
Cc1[nH]nc2c1C(c1cccc(OC(=O)N3CCOCC3)c1)C(C#N)=C(N)O2 (stereo unspecified) | i | -26
COCCCNC(=O)C1CCC(CNS(=O)(=O)c2ccc(Cl)cc2)CC1 (stereo unspecified) | ? | /
COc1cc(NC(=O)c2noc3c2CCCC3)c(OC)cc1Cl | ? | /
COc1ccc(NS(=O)(=O)c2cccc(C(=O)N/N=C/c3cn(-c4ccccc4)nc3-c3ccc(OC)cc3)c2)cc1 | ? | /
CC(NC(=O)NNC(=O)c1ccncc1)(C(F)(F)F)C(F)(F)F | i | 22
Cc1cc2oc(C(=O)Nc3ccc(S(=O)(=O)Nc4ncccn4)cc3)cc(=O)c2cc1Cl | ? | /
O=C(CSc1nc2ccccc2c(=O)n1-c1ccccc1Cl)NCC1CCCO1 (stereo unspecified) | ? | /
Cc1nnc(C)n1/N=C/c1ccccc1 | -3% | /
CCOC(=O)N1CCN(c2nc(-c3cccs3)nc3ccccc23)CC1 | ? | /
COc1cccc2cc(-c3cc(=O)oc4cc(C)c(OCC(C)=O)cc34)oc12 | ? | /
N#C/C(=N\Nc1ccc(Cl)cc1)C(N)=S | ? | /
COc1ccc(-c2cc(-c3ccc(OC)cc3)nc(-c3ccc4c(c3)NC(=O)CO4)c2)cc1 | ? | /
CC(C)(C)NC(=S)NC(=O)C12CC3CCC(CC(C3)C1)C2 | ? | /
Cc1cccc(N2CCN(C(=O)c3ccc(-n4cncn4)c([N+](=O)[O-])c3)CC2)c1C | ? | /
CN(CC(=O)N1CCOCC1)S(=O)(=O)c1ccc2ccccc2c1 | ? | /

New compounds follow:
SMILES | Lipid storage S3 | Lipid storage S3 cell count max
O=C(COCc1ccccc1)N[C@@H](Cc1ccc(O)cc1)C(=O)O | 3% | 13
NC(=O)N/N=C/c1c(F)cccc1F | ? | /
Cc1ccc(S(=O)(=O)N(C)C)cc1NC(=O)c1cc(=O)c2ccccc2o1 | ? | /
CC(=O)N1CCC(N(CCN2CCOCC2)C(=S)Nc2cc(C)ccc2C)CC1 | ? | /
COCCN(Cc1ccccc1)C(=O)c1cc(-c2ccc(OC)c(OC)c2)nc2ccccc12 | ? | /
CC1CCCCC1NC(=O)/C(C#N)=C/C=C/c1ccccc1[N+](=O)[O-] (stereo unspecified) | ? | /
CCN(CC)S(=O)(=O)c1ccc2oc(Nc3ccc(OC)cc3)nc2c1 | i | /
COc1ccc(OC)c(N(CC(=O)Nc2ccc(NC(C)=O)cc2)S(C)(=O)=O)c1 | i | 18
N=c1c(C(=O)NC2CCCC2)cc2c(=O)n3ccccc3nc2n1CCCN1CCOCC1 | ? | /
O=c1[nH]c(CN2CCN(C/C=C/c3ccccc3)CC2)nc2ccccc12 | ? | /
CC(C)NC(=S)N/N=C1\CCCc2ccccc21 | ? | /
Cc1ccccc1NC(=O)c1cc(C(=O)c2cc(Cl)ccc2O)cn(-c2ccccc2C)c1=O | ? | /
Cc1ccc(NC(=O)CNCc2ccccc2Cl)cc1S(=O)(=O)N(C)C | 1% | -25
O=C(COC(=O)c1ccccc1[N+](=O)[O-])Nc1cccnc1Cl | ? | /
Cc1cc(SCC(=O)c2ccccc2)nc(C)n1 | ? | /
Cc1ccc(-c2nnc(SCC(=O)N(C)C)nc2-c2ccc(C)cc2)cc1 | ? | /

Assay outcomes from PubChem BioAssay.

This is a subset; the hit share may differ from the screen's.
